Screening data from PubChem BioAssay.
PfG6PD inh – PfG6PD (Plasmodium falciparum) enzyme inhibition. PfGluPho enzyme, NADPH resazurin-diaphorase fluorescence. inhibition, % at 20 µM. hit rate 0.78% among 350,000. AID 504690;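 active means inhibition reaching at least a set limit at 20 µM in the primary screen, cut at about 59% in these data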;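 further: 0% = DMSO wells with substrate and 100% = DMSO wells lacking glucose-6-phosphate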
SENP1 FRET inh – SENP1 (human) catalytic domain inhibition | inhibition, % at 10 µM | recombinant SENP1 catalytic domain, CyPet-SUMO1-YPet FRET cleavage | hit rate 0.21% among 360,000 | Q9P0U3;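 active means inhibition at least 30% at 10 µM, raw YFP signal under a set limit, fluorescence ratio 0.5 to 1.5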;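 further: 0% = enzyme with DMSO and 100% = no enzyme wells; some results filed as inactive read as strong as hits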
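Test system: hSENP1 catalytic domain, recombinant; Amount: 20 pM final SENP1 enzyme; Medium: Tris pH 8 buffer plus EDTA, NaCl, BME, BSA, NP40, catalase; Schedule: 50 min enzyme reaction, room temperature, light-protected; Technique: FRET fluorescence in CFP and YFP emission channels; Controls: no-enzyme wells low, DMSO-plus-enzyme wells high control.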
MIN6 prolif – induces beta-cell replication in MIN6 cells | MIN6 cells proliferation, ATPlite luminescence, 48 h; cells starved in 0.2% serum; 100% = growth in 10% serum | hit rate 0.29% among 330,000 | proliferation, % at 10 µM;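 active means compounds whose signal lies at least 3.5 SD above the mean of all wells on their plate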;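 further: 0% = DMSO-treated cells in low-serum medium and 100% = 10% serum control; some compounds called inactive have numbers as strong as hits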
HKDC1 inhibitor – blocks human hexokinase HKDC1 activity | inhibition, % at 20 µM | hit rate 0.16% among 340,000 | recombinant HKDC1, G6PDH/diaphorase resazurin coupled fluorescence | Q2TB90;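 active means inhibition above about 35% when tested at 20 µM, limit read from the data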;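 further: plate controls were DMSO wells with enzyme for no effect and DMSO wells lacking enzyme for full effect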
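Material – in-house recombinant HK5 (HKDC1) enzyme · Quantity – HKDC1 at 5 µg/mL · Buffer or medium – pH 8.0 Tris buffer with 10 mM MgCl2 · Reagent – glucose with 1 mM ATP · Dosing – single 20 µM dose · Times – reaction time 90 min, room temperature, protected from light · Technique – resorufin fluorescence at 613 nm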
SENP8 block-1 – SENP8 (human) protease inhibition | Q96LD8 | recombinant SENP8, Nedd8 substrate fluorescence | inhibition, % at 20 µM | hit rate 0.64% among 360,000 | AID 602440; in the data active means inhibition mostly above about 40%, no sharp cut-off; inactive means mostly below about 27%
SENP6 block – SENP6 protease inhibition | Q9GZR1 | Recombinant SENP6 catalytic domain, aminoluciferin luminescence | inhibition, % at 10 µM | hit rate 1.8% among 330,000;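 active means inhibition above about 50% at the single tested dose, limit read from the data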;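 further: plate controls were DMSO wells with enzyme for no effect and DMSO wells lacking enzyme for full effect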
SENP7 inh – inhibitors of human SENP7 protease; Q9BQF6; recombinant SENP7, Z-RLRGG-aminoluciferin luminescence, 40 min; inhibition, % at 5 µM; hit rate 1.5% among 330,000; AID 434973;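 active means inhibition above about 50% at the single test dose, limit read from the data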;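 further: plate controls were DMSO with enzyme for no effect and no enzyme buffer wells for full effect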
SENP8 block-2 – SENP8 protease inhibition; Q96LD8; purified SENP8, Z-RLRGG-aminoluciferin cleavage, luminescence; inhibition, % at 10 µM; hit rate 1.2% among 330,000; AID 2540; in the data active means inhibition above about 50%
UBC13 inh – inhibitors of human UBC13 polyubiquitin chain formation; TR-FRET; inhibition, % at 20 µM; hit rate 0.47% among 330,000; in the data active means inhibition above about 45%, passing the limit was not always enough
Starred values were filed as active, the others as inactive; nt = no result given. Rows were taken by chance; about 4% have a hit in one of these screens.

The line under a structure holds: PfG6PD inh, SENP1 FRET inh, MIN6 prolif, HKDC1 inhibitor, SENP8 block-1, SENP6 block, SENP7 inh, SENP8 block-2, UBC13 inh
#1 COc1cccc(CC(=O)Nc2ccc(F)c(S(=O)(=O)N3CCOCC3)c2)c1
  -5, -1, nt, 2, -8, nt, nt, nt, nt
#2 O=C(CN1CCCC1)Nc1cc(F)ccc1F
  3, -1, 0, -3, 24, 1, -1, 1, 5
#3 Cc1ccc(S(=O)(=O)N2CCCC(C(=O)NCCC(C)C)C2)cc1 (stereo not given)
  5, 1, 0, -2, -8, -13, -3, -6, -6
#4 CCOc1ccccc1Nc1nc(-c2sc(NC(=O)c3cccc(Cl)c3)nc2C)cs1
  20, -8, -7, 1, -95, 84*, 77*, 68*, 0
#5 Cc1ccccc1OCC(=O)NCCN1CCCC1
  8, 0, -2, -5, 36, 2, -1, 0, 6
#6 O=C(O)c1ccc(S(=O)(=O)N2CCCc3ccccc32)cc1
  -38, 1, -3, -3, 9, -14, -7, -9, -8
#7 CCOc1cc(CNC(CC)CO)ccc1OCC(=O)Nc1cccc(C(F)(F)F)c1 (stereo not given)
  10, -1, -6, -10, 11, -4, 5, -6, 13
#8 CC1C(=O)Nc2ccccc2N1C(=O)c1c(F)cccc1F (stereo not given)
  20, 0, -2, -2, 12, -10, 0, -1, 4
#9 Cc1ccc(N=C2NC(=O)/C(=C/C=C/c3ccco3)S2)cc1C
  21, -22, 0, 3, -17, -12, -7, 6, 15
#10 Cc1ccc(S(=O)(=O)CCc2nnc(N)s2)cc1
  -8, -2, 0, -3, 15, -10, -2, -6, 6
#11 Cc1nc(Nc2nc3ccccc3o2)nc(C)c1C
  6, 0, -3, -9, 13, 58*, 63*, 47, 9
#12 N#Cc1ccc(S(=O)(=O)N2CCCN(c3ccc(C(F)(F)F)cn3)CC2)cc1
  4, 1, -3, 3, 13, -1, -4, -15, -3
#13 O=S(Cc1ccc(Cl)cc1)c1ncc(CO)n1Cc1ccccc1 (stereo not given)
  -10, 1, -3, 0, -2, -6, 4, -2, 3
#14 CCC(C(=O)N1CCC(N2CCCCC2)CC1)n1nc(C)c2sc3ccccc3c2c1=O (stereo not given)
  -6, 0, 0, -6, -30, -7, 0, -4, 4
#15 COc1ccc(S(=O)(=O)N2CCCCCC2)cc1C(=O)NCc1cccs1
  -20, -1, 8, 3, -30, 11, -11, -7, -3
#16 O=C(CCN1C(=O)C2C3C=CC(C4CC34)C2C1=O)OCC(=O)c1ccccc1 (stereo not given)
  2, 3, -3, -5, 4, -1, -9, -7, -4
#17 Cc1ccc(S(=O)(=O)c2c(N)n(/N=C/c3ccco3)c3nc4ccccc4nc23)cc1C
  2, 9, -4, 0, -392, 17, 5, 6, -19
#18 CC1=NCC(C)c2c1[nH]c1ccccc21 (stereo not given)
  7, -10, 7.0*, -6, -315, -22, 7, 4, 5
#19 COc1ccc(C(=O)O/N=C(\N)c2cccc(C)c2)cc1OC
  -8, 2, -4, -7, 6, 31, 29, 6, 2
#20 CC(=O)c1nc2ccccc2n1S(=O)(=O)c1ccc(Cl)cc1
  -1, 1, 0, 2, -126, -9, -3, -16, 3
#21 CC1CC(C)CN(S(=O)(=O)c2ccc(C(=O)N(c3ccccn3)C3CCCCC3)cc2)C1 (stereo not given)
  -1, 0, 1, -7, 6, -10, -9, -6, 9
#22 COc1ccccc1CNC(=O)c1cc2c(=O)[nH]c3ccccc3c2n1C
  nt, nt, 3, nt, nt, 5, 0, 2, -3
#23 CCN1Cc2c(cc(OC)c(OC)c2OC)-c2ccccc2S1(=O)=O
  -6, 1, nt, 12, 3, nt, -1, nt, nt
#24 C/C(CCS(=O)(=O)c1ccccc1)=N/O
  -1, -1, -3, 0, -2, 5, 7, 0, 2
#25 COc1ccc(C(=O)Nc2ccccc2C(=O)Nc2ccccn2)cc1
  16, 2, -3, -3, -77, -13, 5, -6, 0
#26 CC(NC(=O)c1cccc(Br)c1)c1ccccc1 (stereo not given)
  17, 4, 2, -7, 16, 1, 2, -7, 2
#27 CCC(C)NS(=O)(=O)c1ccc(OCC(=O)Nc2ccc3c(c2)OCO3)cc1 (stereo not given)
  12, 3, 2, 14, 6, -3, 7, -3, 8
#28 COc1ccc(S(=O)(=O)N2CCC(C(=O)N3CCCCC3)CC2)cc1Cl
  -17, 2, -3, 15, 3, 2, 2, 11, 2
#29 c1ccc(-c2ncc(-c3ccn[nH]3)s2)cc1
  3, -2, -3, -9, -387, 91*, 91*, 83*, 10
#30 COc1ccc(N2CCN(C(=O)c3cc4ccccc4o3)CC2)cc1
  0, 0, -1, -3, 20, -23, -10, -1, 12
#31 O=C(NCc1ccccc1Cl)c1ccc2ccccc2n1
  -12, -3, 0, -1, -30, 3, 2, 6, 2
#32 COc1cc(OC)cc(C(=O)NC2CCN(CC(=O)Nc3cccc4ccccc34)CC2)c1
  -10, 0, -2, -6, 2, -16, -13, -8, -1
#33 CCC(/C=C1\Sc2ccc(OC)cc2N1CCO)=C\c1sc2ccc(OC)cc2[n+]1CCO
  54, -31, -3, 22, 17, 0, 5, 8, 40
#34 CCN(CC)CCNC(=O)NC(=O)c1ccc(Cl)cc1
  -12, 0, -1, -3, 32, 15, 3, 9, 2
#35 Cc1ccc(N2CCN(S(=O)(=O)c3ccc(F)cc3)CC2)c(C)c1
  26, 0, -6, -1, 16, 9, 6, 0, 1
#36 NC(=S)NN=C1c2cc(S(=O)(=O)N3CCOCC3)ccc2-c2ccc(S(=O)(=O)N3CCOCC3)cc21
  22, 3, 0, -25, 1, 7, 12, 1, -30
#37 Cc1cccc(OCC(O)Cn2c(-n3nc(C)cc3C)nc3c2c(=O)[nH]c(=O)n3C)c1 (stereo not given)
  3, -1, 0, -4, 18, 4, 9, 13, 1
#38 COc1ccc(CNC(=O)C2CCC(CNc3c(N4CCCCC4)c(=O)c3=O)CC2)cc1 (stereo not given)
  -11, 2, -1, -7, 19, 12, -1, 6, 19
#39 CC1C=CCC2C(=O)N(c3cccc(C(=O)Nc4ccc(F)cc4)c3)C(=O)C12 (stereo not given)
  -7, 1, 4, -6, 8, 12, -2, -2, 3
#40 O=C(COC(=O)c1ccc(O)cc1O)Nc1ccc2ccccc2c1
  17, 1, -5, -1, 5, -1, -4, 13, -2
#41 Cc1cc(C(=O)COc2ccccc2C(N)=O)c(C)n1C1CC1
  7, 2, -2, -1, 9, -1, 3, 4, -2
#42 CCOc1ccccc1N1CCN(C(=O)CNC(=O)c2ccccc2F)CC1
  8, 1, 0, -6, 10, 9, 8, 10, 0
#43 COc1ccc(CCN2C(=O)NC(NC(=O)CCc3ccccc3)(C(F)(F)F)C2=O)cc1OC (stereo not given)
  1, 0, -2, -5, 10, -6, -1, 0, 4
#44 O=C(Nc1cccc2nsnc12)c1ccc2c(c1)OCO2
  -5, -61, 3, 0, -407, 69*, 60*, 52*, -4
#45 Cc1cccc(OCC(=O)OCC(=O)N(CC(C)C)c2c(N)n(Cc3ccccc3)c(=O)[nH]c2=O)c1C
  -15, 1, -3, 1, 16, -9, 3, 0, -9
#46 Cc1cc(C(=O)Nn2c(-c3ccncc3)nc3ccccc3c2=O)ccc1[N+](=O)[O-]
  -28, 1, -5, 18, 5, 6, 3, -4, -2
#47 O=C(Nc1cccnc1)c1c(O)c2cccc3c2n(c1=O)CC3
  3, -2, -1, 6, -220, -8, 1, 2, 14
#48 O=C(CSc1cccc[n+]1[O-])Nc1c(Br)cc([N+](=O)[O-])cc1Br
  -8, 3, 0, 6, 23, 13, 11, 0, 18
#49 CCN(CC)S(=O)(=O)c1ccc(NC(=O)C2CC(=O)N(c3ccc4c(c3)OCCO4)C2)cc1 (stereo not given)
  -3, -2, nt, 0, -2, nt, nt, nt, nt
#50 COc1ccc(CCNC(=O)CCCNC(=O)Cn2cnc3sc(C)c(C)c3c2=O)cc1OC
  -7, 1, -2, -4, 6, 2, -1, -5, -9
#51 Cn1c[n+](C)cc1/C=N/O
  -7, 1, 0, 1, 8, -11, -9, -8, -5
#52 COc1ccc(C(=O)COC(=O)c2c(-c3ccccc3)noc2C)c(OC)c1
  -5, 3, 2, -3, 21, 5, -10, -14, -6
#53 CCS(=O)(=O)N1N=C(c2cccc(NS(C)(=O)=O)c2)CC1c1ccccc1 (stereo not given)
  14, -95, -2, -6, -15, -33, -12, -6, -1
#54 Cc1ccc(-n2nnc(-c3nccs3)n2)cc1
  -3, -1, -8, -5, 14, 94*, 98*, 94*, 1
#55 COc1ccc(NC(=O)CC2SC(=NCC3CCCO3)NC2=O)cc1 (stereo not given)
  1, 1, 0, -8, 18, 2, -1, 10, 0
#56 CCOC(=O)N1CCN(c2cc(=O)n(C)c(=O)n2C)CC1
  -9, 0, -1, -4, 24, -14, -7, -4, 2
#57 O=C(N/N=C/c1ccco1)C(O)C(O)C(=O)N/N=C/c1ccco1 (stereo not given)
  -4, 3, -2, -6, 1, 12, -2, 6, 0
#58 Oc1c(N=Nc2ccccn2)ccc2ccccc12
  26, 14, -6, -3, 21, 94*, 43, 96*, -61
#59 Cc1occc1C(=O)N/N=C/c1ccc(OCc2ccccc2)cc1
  4, 3, -1, -1, 16, 90*, 90*, 80*, -2
#60 O=C(Cc1ccccc1)NCCc1cccc(Cl)c1
  25, 0, 0, -2, 11, -5, -10, -7, -18
#61 O=C(CCCn1cc([N+](=O)[O-])cn1)NCc1ccccc1
  -4, 1, -1, -6, 11, 11, -2, 11, 3
#62 Cc1ccc(-n2c(SCc3nc4ccccc4c(=O)[nH]3)nnc2-c2ccccc2O)cc1
  -6, 0, 0, 1, -1, 7, 0, -1, 4

Some of these compounds in order of SMILES length, highest first.
The line under a structure holds: PfG6PD inh, SENP1 FRET inh, MIN6 prolif, HKDC1 inhibitor, SENP8 block-1, SENP6 block, SENP7 inh, SENP8 block-2, UBC13 inh
#37 Cc1cccc(OCC(O)Cn2c(-n3nc(C)cc3C)nc3c2c(=O)[nH]c(=O)n3C)c1 (stereo not given)
  3, -1, 0, -4, 18, 4, 9, 13, 1
#62 Cc1ccc(-n2c(SCc3nc4ccccc4c(=O)[nH]3)nnc2-c2ccccc2O)cc1
  -6, 0, 0, 1, -1, 7, 0, -1, 4
#47 O=C(Nc1cccnc1)c1c(O)c2cccc3c2n(c1=O)CC3
  3, -2, -1, 6, -220, -8, 1, 2, 14
